Xi reactivation = activators of inactive X chromosome reactivation, primary screen, imaging, XiGFP fibroblasts, GFP high-content imaging, set 2; activation, % at 7.58 µM; 0.055% of 360,000 active; XiGFP mouse fibroblasts, % GFP-positive cells imaging, 3 d; cells co-treated with 5-aza-dC sensitizer; scaled so ellipticine positive control = 100%; AID 743238, 2013;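 active = mean normalized replicate activation at least 10% and every replicate at or above 10%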;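 note: 0% = median of on-plate neutral control wells and 100% = ellipticine 6 µM median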
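assay system = SV40-immortalized XiGFP fibroblast cells, line 68-5-11 | buffer or medium = DMEM plus 5-aza-dC sensitizer | doses = single-point pinned compound dosing | times = 3-day compound exposure, then 15 min fixation at room temperature | benchmarks = positive control ellipticine, 6 µM final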
ERp5 block = inhibitors of ERp5-driven insulin aggregation, primary screen, biochemical, turbidity, absorbance 650 nm, single point; Protein disulfide-isomerase A6 (Homo sapiens), Q15084; 90 min; inhibition, % at 9.99 µM; 0.05% of 350,000 active;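 active = mean replicate inhibition above about 25%, with every replicate also reaching it, limit read from the data, passing the limit was not always enough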
Target sequence (Q15084 whole entry, looked up): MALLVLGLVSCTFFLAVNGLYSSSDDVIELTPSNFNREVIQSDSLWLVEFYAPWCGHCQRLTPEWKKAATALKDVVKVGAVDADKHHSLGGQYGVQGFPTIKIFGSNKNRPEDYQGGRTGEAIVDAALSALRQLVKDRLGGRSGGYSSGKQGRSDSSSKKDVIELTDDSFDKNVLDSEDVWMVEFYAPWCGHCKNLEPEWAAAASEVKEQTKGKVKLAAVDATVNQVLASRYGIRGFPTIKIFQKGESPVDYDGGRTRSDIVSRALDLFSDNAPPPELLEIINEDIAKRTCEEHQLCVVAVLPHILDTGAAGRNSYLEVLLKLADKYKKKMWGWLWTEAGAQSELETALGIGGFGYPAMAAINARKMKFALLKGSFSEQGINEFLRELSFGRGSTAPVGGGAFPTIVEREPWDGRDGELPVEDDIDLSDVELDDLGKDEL
RAD54 branch = inhibitors of human RAD54 branch migration, primary screen, biochemical, fluorescence, single point | DNA repair and recombination protein RAD54-like (Homo sapiens), Q92698 | RAD54 Holliday junction branch migration, FAM/BHQ fluorescence | inhibition, % at 10.4 µM | 0.14% of 360,000 active | AID 602329, 2012;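 active = mean normalized replicate activity at least 40 and at least half of replicates scoring 40 or more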;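 note: 0% = median of neutral control wells and 100% = median of positive control wells; inhibitors cause a drop in the FAM fluorescence signal; in these data hits start at about 50%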
S100A4 inh HTS = inhibitors of S100A4-myosin IIA peptide binding, primary screen, biochemical, fluorescence polarization, TAMRA-MyoIIA peptide; Protein S100-A4 (Homo sapiens), P26447; inhibition, % at 10.7 µM; 0.14% of 360,000 active;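 active = mean inhibition of at least 70% across replicates, with every replicate also reaching that level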
Target sequence (P26447 whole entry, looked up): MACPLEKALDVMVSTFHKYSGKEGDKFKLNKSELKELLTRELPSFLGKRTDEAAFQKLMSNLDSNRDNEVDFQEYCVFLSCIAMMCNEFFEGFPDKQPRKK
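Test system: S100A4 monomer protein. Medium: HEPES buffer with Ca2+, pH 7.2. Reagent: fluorescent myosin IIA peptide, 5 nM. Compound dosing: single-point compound testing. Timing: 5 min between mix addition and reading. Benchmarks: DMSO neutral and TFP positive wells.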
esBAF inh = Bmi1 luciferase reporter increase in mESCs, primary screen, esBAF inhibitor project, mouse ES cells, Bmi1 luciferase knock-in, single point. 24 h; 100% = twice the neutral-well signal. reporter increase, % at 12.5 µM. 2% of 350,000 active. AID 602393, 2012; in the data active = activation above about 40%;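 note: 0% = median of the plate's neutral control wells and 100% = double that signal; a rise in the Bmi1 reporter signal indicates esBAF inhibition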
RAD52 inh = RAD52 DNA annealing inhibitors, primary screen, biochemical, FRET, single point, set 2 | 0.46% of 360,000 active | inhibition, % at 18.7 µM | recombinant RAD52 DNA annealing, FRET fluorescence | DNA repair protein RAD52 homolog (Homo sapiens), P43351;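 active = every replicate showing at least 50% inhibition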
Target sequence (P43351 whole entry, looked up): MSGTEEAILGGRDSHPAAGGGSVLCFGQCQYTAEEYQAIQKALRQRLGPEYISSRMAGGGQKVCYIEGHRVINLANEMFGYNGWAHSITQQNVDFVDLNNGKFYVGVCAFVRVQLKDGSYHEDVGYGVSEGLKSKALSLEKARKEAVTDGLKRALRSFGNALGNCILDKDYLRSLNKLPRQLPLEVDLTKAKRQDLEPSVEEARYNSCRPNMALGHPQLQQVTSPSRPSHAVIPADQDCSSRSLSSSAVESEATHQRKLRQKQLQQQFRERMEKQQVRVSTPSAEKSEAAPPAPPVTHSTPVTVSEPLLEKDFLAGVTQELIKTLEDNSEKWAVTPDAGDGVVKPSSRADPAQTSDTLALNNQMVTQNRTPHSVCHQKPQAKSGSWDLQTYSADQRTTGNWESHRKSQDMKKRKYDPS
ERAP1 HTS inh = human ERAP1 aminopeptidase inhibitors, primary screen, biochemical, single point, plate reader. recombinant ERAP1, Leu-AMC fluorescence, 60 min. Endoplasmic reticulum aminopeptidase 1 (Homo sapiens), Q9NZ08. inhibition, % at 10.7 µM. 0.15% of 340,000 active;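 active = mean replicate inhibition of at least 30%, or all replicates individually reaching that 30% level; inactive = mean below 30% and not every replicate reaching it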;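 note: 0% = neutral control wells and 100% = L-leucinethiol positive control wells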
E-sel inducer = E-selectin induction in HUVECs, primary screen, imaging, HUVEC, immunofluorescence imaging, single point; 0.37% of 260,000 active; activation, % at 7.58 µM; normalized: neutral wells 0, TNF-alpha wells 100;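 active = mean E-selectin-positive cell signal at least 10% of the positive control, reached in at least 60% of replicates, without over 20% cell loss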;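 note: in these data hits start at about 27%; measured in HUVEC primary endothelial cells; signal is the percent of cells scored E-selectin positive by PE staining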
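Test system: HUVEC; input: 3,000 HUVEC/well; measured by: immunofluorescence imaging; read-out: % PE-positive cells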
* marks the source's active call; other numbers are inactive results; / = no result given; & = joins results of further samples.

entry	SMILES	RAD54 branch	S100A4 inh HTS	E-sel inducer	ERp5 block	Xi reactivation	RAD52 inh	esBAF inh	ERAP1 HTS inh
1	O=C(NC1CCCCC1)N1CCCC(c2nc(-c3cccs3)no2)C1 (configuration not stated)	6	3	/	5	/	-2	16	-4
2	COC(=O)c1ccccc1NC(=S)N(C)C	/	-13	-0.7	2	0.0	-7	/	1
3	CC(C)CC#Cc1ccc2c(c1)O[C@@H](CN(C)C)[C@@H](C)CN([C@@H](C)CO)S2(=O)=O	8	16	0.0	-10	0.0	11	-2	1
4	c1ccc(-c2nc(NC3CCCC3)c3ccccc3n2)cc1	5	-3	/	4	-0.1	0	-2	-3
5	COc1cc(OC)cc(-c2c(Sc3ccccc3)c3cc(-c4ccc(OC)nc4)ccc3n2C)c1	/	-1	0.1	12	0.0	-8	/	3
6	O=C(C[C@H]1CC[C@H](NC(=O)C2CCC2)[C@@H](CO)O1)NCc1ccccc1Cl	2	5	-0.5	0	-0.5	-3	3	4
7	O=C1NC(c2ccccc2)C(c2ccccc2)N1 (configuration not stated)	/	-1	0.1	3	0.0	-13	/	-1
8	CCCn1c(=O)c(C(=O)NNC(=O)Cc2ccccc2)c(O)c2ccccc21	1	-5	/	2	0.0	-2	-4	1
9	CCCNC(=O)Nc1ccc2c(c1)C(=O)N(C)C[C@@H](OC)[C@@H](C)CN(CCC)[C@@H](C)CO2	-6	-1	0.1	3	-0.4	6	3	0
10	CCN(CC)S(=O)(=O)c1ccc(N2CCOCC2)c(NC(=O)C2CCCO2)c1 (configuration not stated)	3	8	1.4	8	0.0	-1	11	3
11	COc1ccc(-c2csc(Nc3ccc(C)cn3)n2)cc1OC	3	6	/	3	0.0	-15	61*	-4
12	Cc1c(Cl)cnc(NC(=O)COC(=O)c2ccc3c(c2)OCO3)c1Cl	/	0	/	-2	0.1	-42	/	5
13	CCOc1ccc2oc(C(=O)O)c(C)c2c1	-6	0	/	0	-0.3	-3	13	-4
14	COc1ccc(C(=O)NC(CCSC)C(=O)N2CCCCCC2)cc1 (configuration not stated)	6	-2	/	1	0.4	-10	9	5
15	COc1cc(/C=C/C(=O)N2C(=O)c3cccc(N)c3C2=O)cc(OC)c1OC	0	31	2.4	-4	-0.1	-53	20	4
16	O=C(NCc1ccccn1)[C@H]1C[C@@H]1[C@H](NP(=O)(c1ccccc1)c1ccccc1)c1ccccc1	6	-20	0.0	4	0.0	-39	-2	-3
17	Cc1ccc(NC(=O)CCn2c(=O)c3cccn3c3ccccc32)cc1C	22	-3	/	5	0.0	-15	14	2
18	COc1ccc(NC(=O)CSc2nnc3n2CCCCC3)cc1OC	-2	-10	-0.2	-1	0.2	-8	-5	1
19	C/C=C/c1ccc([C@@H]2[C@@H](CN(C)C(=O)CN(C)C)N(C(=O)C3CC3)[C@H]2CO)cc1	6	/	-0.1	/	0.1	/	3	/
20	O=C(c1ccccc1)N1CCC(=O)N(C(CO)Cc2ccccc2)CC1 (configuration not stated)	-8	1	0.0	9	0.0	-18	-6	6
21	CC(=O)NC(CC(=O)NCC(=O)Nc1ccc(F)c(F)c1)c1ccccc1 (configuration not stated)	-11	-15	/	-5	0.0	-10	7	1
22	CCc1ccc(C2C3=C(CCCC3=O)OC3=C2C(=O)CCC3)cc1	-4	11	/	1	-0.1	-11	/	0
23	C[C@@H]1CCCCO[C@H](CN(C)C(=O)Nc2ccccc2)[C@H](C)CN([C@@H](C)CO)C(=O)c2cc(NC(=O)CCCN(C)C)ccc2O1	9	12	0.0	3	0.0	-5	-5	2
24	CCCNC(=O)C1(C)CCCN(Cc2csc(-c3ccccc3)n2)C1 (configuration not stated)	-16	31	0.0	2	-0.1	-13	5	1
25	O=C(Cn1c(=O)oc2cccnc21)Nc1ccc(C(F)(F)F)cc1	9	-1	/	-3	0.1	-4	-3	0
26	COC(=O)c1sc(-c2ccccc2)cc1NC(C)=O	/	4	/	3	0.1	-8	/	6
27	CSc1nsc(SCC(=O)NCc2ccccc2)n1	3	-5	0.1	6	0.0	0	-1	9
28	CNC[C@H]1Oc2ncc(-c3cncnc3)cc2C(=O)N([C@H](C)CO)C[C@@H]1C	4	-22	0.2	-2	0.0	5	-9	-2
29	Cc1c(OC(C)C(=O)NCc2cccnc2)ccc2c3c(c(=O)oc12)CCCC3 (configuration not stated)	-4	11	3.4	1	0.0	-12	-2	-3
30	Fc1cccc(Cc2c(-c3cccc(Cl)c3)nc3c4ccccc4ccn23)c1	-5	-3	-0.1	5	-0.1	-90	2	1

The last 2 entries of the section before come first, to join the parts:
entry	SMILES	RAD54 branch	S100A4 inh HTS	E-sel inducer	ERp5 block	Xi reactivation	RAD52 inh	esBAF inh	ERAP1 HTS inh
29	Cc1c(OC(C)C(=O)NCc2cccnc2)ccc2c3c(c(=O)oc12)CCCC3 (configuration not stated)	-4	11	3.4	1	0.0	-12	-2	-3
30	Fc1cccc(Cc2c(-c3cccc(Cl)c3)nc3c4ccccc4ccn23)c1	-5	-3	-0.1	5	-0.1	-90	2	1
31	CCCNC(=O)N1[C@H](CO)[C@H](c2ccc(C3=CCCCC3)cc2)[C@@H]1CNC(C)C	/	-10	-0.1	3	-0.1	-1	/	0
32	O=C(C1CCC1)N1CC(=O)N2[C@H](CO)[C@H](c3ccc(Br)cc3)[C@H]2C1	/	3	0.9	-7	0.0	13	/	-1
33	C[C@@H]1CCCCO[C@H](CN(C)C(=O)Nc2cccc3ccccc23)[C@@H](C)CN([C@@H](C)CO)C(=O)c2cc(NS(=O)(=O)c3cn(C)cn3)ccc2O1	4	/	0.1	/	-1.0	/	1	/
34	C[C@H]1CCCCO[C@H](CN(C)C(=O)C2CCCCC2)[C@@H](C)CN([C@@H](C)CO)C(=O)c2cc(NC(=O)Nc3cccc4ccccc34)ccc2O1	1	25	-0.1	0	-0.1	4	6	-2
35	CCC(CC)C(=O)N(C)c1c(C)nc2c(OCc3cccc(Cl)c3)cccn12	-1	0	-0.5	1	0.1	-22	7	-3
36	COC(=O)[C@@]12CCCCN1[C@H](c1ccc(-c3ccc(Cl)c(Cl)c3)c(OC)c1)[C@H]1C(=O)N(C)C(=O)[C@H]12	-5	0	-0.1	6	-0.1	-6	-9	-4
37	CCCNC(=O)N(C)C[C@H]1Oc2ncc(-c3ccc(OC)cc3)cc2C(=O)N([C@H](C)CO)C[C@H]1C	-9	4	-0.2	-5	-0.1	10	-3	-1
38	COc1cccc(C2CC(c3ccc(F)cc3)Nc3nc(N)nn32)c1 (configuration not stated)	6	-2	-0.2	1	0.3	-9	7	/
39	C=CCn1cccc(C(=O)Nc2cc(OC)ccc2OC)c1=O	/	2	/	0	1.2	-16	/	-1
40	CO[C@@H]1CN(C)C(=O)c2cc(NC(=O)C3CCCC3)ccc2OC[C@@H](C)NC[C@@H]1C	10	-1	0.1	1	0.0	-2	-4	0
41	O=C(C[C@H]1C=C[C@@H](NC(=O)c2ccc(F)cc2)[C@@H](CO)O1)NCc1ccncn1	-15	7	-0.5	3	-0.4	-59	2	1
42	C[C@H](CO)N1C[C@H](C)[C@@H](CN(C)S(=O)(=O)c2ccc(F)cc2)Oc2ccc(NC(=O)Nc3cccc4ccccc34)cc2C1=O	-11	-9	-0.1	4	0.1	-11	-1	3
43	O=C(NC[C@@H]1CC[C@H]2[C@H](CN2Cc2ccccc2F)O1)C1CC1	/	3	/	-2	/	-14	/	-1
44	Cc1csc(CNC(=O)C2CCC(=O)N(CCc3cccc(F)c3)C2)n1 (configuration not stated)	-7	2	-0.2	9	-0.1	-5	4	1
45	Cc1ccc(NC(=O)NNC(=O)c2ccc3c(c2)NC(=O)C(C)(C)O3)cc1	0	4	/	-9	0.3	-3	3	1
46	CC1Cc2cc(S(=O)(=O)NCCC(=O)N(C)Cc3ccccc3)ccc2N1C(=O)C1CC1 (configuration not stated)	7	0	/	1	0.2	-16	-6	-1
47	C[C@@H]1CN([C@@H](C)CO)C(=O)Cc2cc(NC(=O)CCC(F)(F)F)ccc2O[C@H]1CN(C)CC1CCCCC1	1	2	0.0	6	0.3	11	-5	-1
48	Cc1ccc(S(=O)(=O)N[C@H](CO)C(C)C)cc1	/	51	-0.1	1	0.0	-1	/	-1
49	O=C(NCCCN1CCOCC1)c1c(-c2ccccc2)oc2c1C(OCCCCCO)CCC2 (configuration not stated)	/	-1	0.0	3	0.1	-19	/	/
50	Cc1ccsc1C(=O)NNC(=O)c1csc(N2CCOCC2)n1	6	1	-2.3	-2	0.1	2	12	1
51	C[C@@H]1CN(S(=O)(=O)c2ccc3c(c2)OCCO3)CCN1S(=O)(=O)c1c(F)cccc1F	1	-3	-0.4	3	0.0	-4	-2	/
52	CS(=O)(=O)Nc1ccc(C(=O)CC(=O)Nc2ccc([N+](=O)[O-])cc2)cc1	9	1	/	1	0.0	-31	-5	3
53	COC(=O)/C(=N\OCc1ccc(C#N)cc1)c1c(C)nn(C)c1C	-4	-3	-0.1	-1	0.0	-6	2	2
54	Cc1ccc(C(=O)O)cc1NS(=O)(=O)c1ccc2ccccc2c1	-3	-1	0.1	6	-0.1	-9	1	-5
55	COC(=O)c1ccc(NC(=O)CN(C)Cc2cccc(F)c2)cc1	/	-23	-0.1	0	0.3	-17	/	5
56	CCN(CC(=O)NCC(=O)Nc1ccc(Br)cc1C)Cc1ccccc1	-8	-9	4.3	3	0.3	2	-1	2
57	C[C@@H]1CN([C@@H](C)CO)C(=O)Cc2cc(NS(=O)(=O)c3ccc(Cl)cc3)ccc2O[C@@H]1CN(C)S(C)(=O)=O	0	5	0.5	-1	-0.1	-7	-2	2
58	C[C@@H]1CN([C@@H](C)CO)C(=O)c2cc(/C=C/c3ccccc3)cnc2O[C@@H]1CN(C)C(=O)c1cccnc1	2	10	0.1	-4	0.0	3	-1	2
59	COc1ccc(-c2ccc([C@H]3[C@@H](CO)N4CCCCN(C(=O)NC(C)C)C[C@H]34)cc2)cc1	6	1	-0.3	2	0.1	-1	2	1
60	CCSc1nc(N2CCOCC2)c2ccccc2n1	4	-3	/	-4	/	-15	5	3
61	C[C@@H]1CN([C@H](C)CO)C(=O)Cc2cc(NC(=O)Nc3ccc(C(F)(F)F)cc3)ccc2O[C@H]1CN(C)S(=O)(=O)c1ccc(Cl)cc1	/	-7	3.0	5	-0.9	-5	8	-1
62	O=C(CN1C(=O)c2ccccc2S1(=O)=O)NC1CCCCCC1	-7	4	/	-3	0.0	-22	-3	/
63	CC(C)NC(=O)Nc1ccc2c(c1)C(=O)N([C@H](C)CO)C[C@H](C)[C@H](CN(C)C(=O)NC(C)C)OCCCC[C@@H](C)O2	1	-3	/	3	0.4	0	/	2
64	COc1ccccc1NC(=O)N(C)C[C@@H]1Oc2ncc(C#CCC(C)C)cc2C(=O)N([C@@H](C)CO)C[C@@H]1C	1	10	0.1	-3	-0.1	2	-2	4
65	C[C@@H]1CN([C@@H](C)CO)S(=O)(=O)c2ccc(Br)cc2O[C@H]1CN(C)C(=O)C1CCCCC1	-6&-3	2&6	0.2&0.3	-9&9	-0.4	1&5	2&-2&4	-3&1

Source: PubChem
